A549 tox: A549 cytotoxicity, counter-screen for Nrf2 inhibitors; hit rate 0.16% among 390,000; Potency, µM (highest dose often 46 µM), inactives show top-dose activity change, negative = cytotoxicity, usual class: inhibitors; A549 ARE-Fluc cells, CellTiter-Fluor viability, 18-24 h; note: potency is the fitted concentration of half-maximal effect; % is set by controls: 0 for no effect and ±100 for the full control effect
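A549 ARE_Fluc cells in 5% FBS OPTI-MEM were exposed to compounds in concentration-response for 18-24 h at 37 deg C. Viability was read by CellTiter-Fluor fluorescence (Ex 405/Em 525) after 30 min, before the luciferase read.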
pAkt inh: Akt phosphorylation inhibition. hit rate 0.32% among 360,000. activity change, % for hits at 50 µM. AID 651550. Neuro2A IGF-stimulated pAkt S473 HTRF, 20 min; stronger effect = lower value; in the data active = activity change below about -80%; inconclusive = mostly about -51% to -80%; note: % is set by controls: 0 for no effect and ±100 for the full control effect
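Single-point screen (50 µM final compound) in Neuro2A cells stimulated 20 min with 6 nM IGF at 37 deg C. After lysis, Ser473-phosphorylated Akt read by HTRF (ex 330 nm, em 615/665 nm) as the 665/615 ratio.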
Nrf2 activator: activators of Nrf2 (ARE) signaling; AREc32 ARE-luciferase reporter (MCF7-derived line), luminescence, 24 h; Potency, µM (highest dose often 46.1 µM), for inactives: at the top dose activation, usual class: activators; hit rate 0.31% among 410,000; AID 624171; note: potency is the fitted concentration of half-maximal effect; % of control where 0% means no effect; nearly all actives have a fitted effect of over 65% in size
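ARE activation measured as luciferase luminescence (Steady-Glo, 30 min RT) in AREc32_Fluc cells after 24 hr compound exposure at 37 deg C, 5% CO2; cells seeded overnight at 1000/well in OPTI-MEM, 5% FBS.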
MmCpn inh: M. maripaludis TRiC chaperonin inhibition; Potency, µM (doses to about 76.9 µM), inactives show top-dose activity, negative = inhibition, actives largely listed as inhibitors; purified Mm-Cpn ATPase, ADP Transcreener TR-FRET; AID 504842; hit rate 0.031% among 330,000; note: potency is the fitted concentration of half-maximal effect; % is set by controls: 0 for no effect and ±100 for the full control effect; nearly all actives have a fitted effect of over 80% in size
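Quantitative HTS used 25 nM Mm-CPN and 10 uM ATP in magnesium/KCl Tris buffer, pH 7.4, with 1 mM DTT. Hydrolysis ran 30 min at 37°C; ADP was read by HTRF.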
HepG2 tox: counter-screen for TGF-b inhibitors: cytotoxicity in HepG2 cells; Potency, µM (series often up to 46.1 µM), without a hit: at the highest dose activity change, negative = cytotoxicity, actives largely listed as cytotoxic; AID 588856; HepG2 CAGA-GFP viability, ATP luminescence, 18 h; hit rate 0.76% among 410,000; note: potency is the fitted concentration of half-maximal effect; some results filed as inactive show a strong effect at the top dose
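HepG2 CAGA-GFP cells (1000/well, DMEM with 1% FBS) received compound, then TGF-beta at 500 pg/mL final, and were incubated 18 hours at 37 degrees C. Viability was read by CellTiter-Glo luminescence. Media-only wells were set as complete cell-killing and DMSO as no toxicity.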
Nrf2 block: Nrf2 pathway inhibition; Potency, µM (highest dose often 46 µM), for the others: top-dose activity change, negative = inhibition, most hits filed as inhibitors; hit rate 2.1% among 360,000; AID 504444; A549 ARE-Fluc reporter, luciferase luminescence, 18-24 h; note: potency is the fitted concentration of half-maximal effect; % is set by controls: 0 for no effect and ±100 for the full control effect; nearly all actives have a fitted effect of over 60% in size
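In this cell-based qHTS, ARE-driven firefly luciferase in A549 cells reports Nrf2 activity; the luminescent signal after BugLite lysis is the measured value, with a prior CellTiter-Fluor read for cell health.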
CCT chaperon mod: changes cytosolic chaperonin activity; purified chaperonin ATPase assay, HTRF ADP detection, 30 min; activity change, % (test concentration not listed), hits read low; hit rate 0.3% among 360,000; AID 651819; in the data active = activity change below about -30%; note: % is set by controls: 0 for no effect and ±100 for the full control effect
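We incubate TRiC, 40 or 20 nM final, with library compounds at 76 uM and 10 uM ATP for 30 min at 37 °C. ADP formed is detected with Transcreener HTRF reagents after 30 min at room temperature.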
Abeta yeast res: compounds reversing amyloid beta toxicity in yeast. AID 1347071. yeast expressing A-beta42, growth rescue, OD600, 48 h; response scale: 0% DMSO, 100% iron-clioquinol control. hit rate 0.063% among 410,000. Potency, µM (highest dose often 46.1 µM), for the others: at the highest dose growth rescue, most hits filed as activators; note: potency is the fitted concentration of half-maximal effect; nearly all actives have a fitted effect of over 55% in size
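Yeast growth medium received pinned compounds, then yeast cells expressing toxic A-beta were added; plates incubated at 30 C for 48 hr. Growth read as absorbance at 600 nm, normalized to DMSO and equimolar FeCl3 plus clioquinol controls.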
TGFb inhibitor: blocks TGF-b signaling; Potency, µM (highest dose often 46.1 µM), without a hit: top-dose activity, negative = inhibition, hits mostly inhibitors; hit rate 1.2% among 410,000; AID 588855; HepG2 CAGA-GFP TGF-b/SMAD3 reporter, GFP fluorescence, 18 h; TGF-beta stimulated, 500 pg/mL final; note: potency is the fitted concentration of half-maximal effect; % is set by controls: 0 for no effect and ±100 for the full control effect; nearly all actives have a fitted effect of over 65% in size
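Read-out: total well GFP (ex488/em500-530) summed from mean per-cell fluorescence. Cells: HEPG2 CAGA-GFP, 1% FBS DMEM, 18 h at 37 degrees C with 500 pg/mL final TGF-beta. Unstimulated wells served as the full-inhibition control; stimulated DMSO wells = 0%.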
Active calls of the source: *; & = joins results of further samples; [ ] = another dose, or the depositor's remark. Unless noted, calls come from the whole dose curve; as a rule, active = well fitted curve in the direction sought with a large enough effect; inconclusive = small, poorly fitted or top-dose-only effect, or another doubt; inactive = no such curve, though single readings can be large; an effect the other way counts as inactive or inconclusive. The order is random, and some 4.3% of all compounds hit somewhere here.

O=C(CC(Cc1ccccc1)c1ccco1)NC1CCCCC1 (stereo not drawn) was read as A549 tox -7.7%, pAkt inh inactive, Nrf2 activator 0.1%, MmCpn inh -3.1%, HepG2 tox -19.1%, Nrf2 block -5.8%, CCT chaperon mod 0.4, Abeta yeast res -15.5% and TGFb inhibitor 1.5%.
`COc1ccc(/C=C(\C#N)C(=O)OCC(=O)NC(=O)NCCC(C)C)cc1` gave A549 tox -0.2%, pAkt inh inactive, Nrf2 activator 5.3%, MmCpn inh 1.4%, HepG2 tox -7.2%, Nrf2 block 4.5%, CCT chaperon mod 0.9, Abeta yeast res -5.3% and TGFb inhibitor 7.2%.
For CCN(CC)c1nn2c(=O)c(C(=O)NCCc3ccccc3)cnc2s1 the results were A549 tox -0.4%, Nrf2 activator -0.4%, HepG2 tox -9.3%, Nrf2 block -17.6%, Abeta yeast res -20.4% and TGFb inhibitor 0.0%.
CC(C)C[C@@H](CNCC(=O)[C@H](C)NC(=O)c1[nH]cnc1C(=O)N[C@@H](C)CN)NC(=O)c1nc[nH]c1C(=O)N[C@@H](Cc1ccccc1)C(=O)O was read as A549 tox -1.1%, pAkt inh inactive, Nrf2 activator -0.7%, HepG2 tox -22.8%, Nrf2 block 0.8%, CCT chaperon mod -0.5, Abeta yeast res 0.1% and TGFb inhibitor -12.9%.
For COc1ccc(C2/C=C\CN(S(=O)(=O)c3cccc4cccnc34)CC(=O)N2Cc2ccc(F)cc2)cc1 (stereo not drawn) the results were A549 tox -7.0%&-1.8%, pAkt inh inactive, Nrf2 activator 0.6%, MmCpn inh 0.8%, HepG2 tox -1.0%&-8.7%, Nrf2 block -0.4%&-6.1%, CCT chaperon mod -2.9, Abeta yeast res -7.5% and TGFb inhibitor inconclusive.
Screening CC(O)[C@H]1CNCCN1CCc1cccc2ccccc12 (stereo partly drawn) returned A549 tox 0.8%, pAkt inh inactive, Nrf2 activator 1.8%, MmCpn inh -1.2%, HepG2 tox -18.0%, Nrf2 block 6.8%, CCT chaperon mod -0.7, Abeta yeast res 4.8% and TGFb inhibitor 16.4%.
For O=C(NCCN1CCN(c2cccc(Cl)c2)CC1)C1COc2ccccc2C1 (stereo not drawn) the results were A549 tox 7.2%, Nrf2 activator 6.5%, HepG2 tox -47.5% and Abeta yeast res 14.8%.
Screening CCc1nnc(NC(=O)CSc2nc3c([nH]c4ccccc43)c(=O)n2CCOC)s1 returned A549 tox -7.9%, pAkt inh inactive, Nrf2 activator 4.4%, MmCpn inh -1.7%, HepG2 tox 0.0%, Nrf2 block -3.1%, CCT chaperon mod -1.3, Abeta yeast res -10.6% and TGFb inhibitor -17.3%.
COc1cc(C(=O)NNC(=O)Cc2ccc(S(=O)(=O)N3CCOCC3)s2)cc(OC)c1OC was read as A549 tox -8.3%, pAkt inh inactive, Nrf2 activator -0.1%, MmCpn inh -1.8%, HepG2 tox -22.2%, Nrf2 block 7.4%, CCT chaperon mod -0.2, Abeta yeast res 3.1% and TGFb inhibitor 0.0%.
O=C(Cn1nnc2ccccc21)C1CC1 was read as A549 tox -8.6%, pAkt inh inactive, Nrf2 activator -0.6%, MmCpn inh 1.7%, HepG2 tox 5.8%, Nrf2 block inconclusive, CCT chaperon mod 0.6, Abeta yeast res 2.0% and TGFb inhibitor -11.1%.
`CC(=O)Nc1cc2c(cc1[N+](=O)[O-])OCCO2` gave A549 tox -1.9%, pAkt inh inactive, Nrf2 activator -0.4%, MmCpn inh -12.5%, HepG2 tox 4.7%, Nrf2 block inconclusive, CCT chaperon mod -0.8, Abeta yeast res -21.9% and TGFb inhibitor 7.3%.
CC(C)C[C@@H](CNCC(=O)[C@H](CC(C)C)NC(=O)c1[nH]cnc1C(=O)N[C@@H](C)CN)NC(=O)c1nc[nH]c1C(=O)N[C@@H](Cc1ccccc1)C(=O)O was read as A549 tox 25.0%, pAkt inh inactive, Nrf2 activator -0.8%, HepG2 tox -3.8%, Nrf2 block 0.1%, CCT chaperon mod -0.8, Abeta yeast res -9.0% and TGFb inhibitor -8.7%.
COc1cc(NC(=O)c2cccnc2SC)cc(OC)c1OC was read as A549 tox 2.3%, pAkt inh inactive, Nrf2 activator 0.5%, MmCpn inh 2.2%, HepG2 tox 5.3%, Nrf2 block 3.6%, CCT chaperon mod -1.1, Abeta yeast res -12.7% and TGFb inhibitor 1.6%.
For O=C(CN1CCC(O)(c2ccc3c(c2)OCO3)CC1)NC1CCCCC1 the results were A549 tox 0.1%, pAkt inh inactive, Nrf2 activator 0.5%, MmCpn inh -1.2%, HepG2 tox 3.5%, Nrf2 block 1.4%, CCT chaperon mod 1.1, Abeta yeast res -0.8% and TGFb inhibitor 0.4%.
COc1ccccc1CNc1nc(Oc2cccc(F)c2)c2sccc2n1 was read as pAkt inh inactive, Nrf2 activator 10.0%, HepG2 tox -4.5%, CCT chaperon mod 0.9, Abeta yeast res 21.3% and TGFb inhibitor -12.4%.
For CC(c1ccccc1)n1c(-c2ccccc2F)n[nH]c1=S (stereo not drawn) the results were A549 tox -1.6%, pAkt inh inactive, Nrf2 activator -0.1%[9.22 µM], MmCpn inh -0.7%, HepG2 tox -0.6%, Nrf2 block inconclusive, CCT chaperon mod -1.3, Abeta yeast res 8.9% and TGFb inhibitor -0.8%.
O=c1c2ccccc2ncn1CCCSc1ccc(Cl)cc1 was read as A549 tox 11.1%, pAkt inh inactive, Nrf2 activator 0.3%, MmCpn inh -6.3%, HepG2 tox -18.6%, Nrf2 block 16.9%, CCT chaperon mod 1.7, Abeta yeast res -22.7% and TGFb inhibitor -0.6%.
For C[C@H](CO)N1C[C@H](C)[C@@H](CN(C)CC2CCCCC2)Oc2c(NC(=O)C3CC3)cccc2C1=O the results were A549 tox -8.7%, pAkt inh inactive, Nrf2 activator -0.4%, MmCpn inh 1.9%, HepG2 tox -23.7%, Nrf2 block -22.0%, CCT chaperon mod 1.3, Abeta yeast res -7.0% and TGFb inhibitor inconclusive.
Cc1ccc(-n2nc(C(=O)N/N=C/c3cccc(C(F)(F)F)c3)c3ccccc3c2=O)cc1C was read as A549 tox 12.1%, pAkt inh inactive, Nrf2 activator 4.0%, MmCpn inh -1.6%, HepG2 tox -8.9%, CCT chaperon mod 4.4, Abeta yeast res -6.9% and TGFb inhibitor -18.4%.
CCCCn1c(N2CCCC2)nc2c1c(=O)[nH]c(=O)n2C was read as A549 tox 0.3%, pAkt inh inactive, Nrf2 activator -0.2%, MmCpn inh 1.8%, HepG2 tox -19.7%, Nrf2 block -6.7%, CCT chaperon mod -0.3, Abeta yeast res -6.1% and TGFb inhibitor 8.9%.
Screening COc1ccc(CCNC(=O)CC(C)(C)CC2=NS(=O)(=O)c3ccccc3N2)cc1OC returned A549 tox 1.8%, pAkt inh inactive, Nrf2 activator 0.4%, MmCpn inh -1.5%, HepG2 tox -23.3%, Nrf2 block 0.0%, CCT chaperon mod -2.2, Abeta yeast res 1.3% and TGFb inhibitor -4.0%.
For CCOc1ccc(/C=C2/Sc3ccc(C(=O)NCC4CCCO4)cc3N(C)C2=O)cc1OC (stereo not drawn) the results were A549 tox -1.9%, pAkt inh inactive, Nrf2 activator 7.0%, MmCpn inh -3.2%, HepG2 tox -22.1%, Nrf2 block inconclusive, CCT chaperon mod 2.1, Abeta yeast res 6.7% and TGFb inhibitor -3.5%.
`CC(C)NS(=O)(=O)c1ccc(OCC(=O)N2CCCC2)cc1` gave A549 tox 3.4%, pAkt inh inactive, Nrf2 activator -0.7%, MmCpn inh -0.7%, HepG2 tox -2.0%, Nrf2 block -2.8%, CCT chaperon mod -2.3, Abeta yeast res 4.5% and TGFb inhibitor 3.1%.
Cc1cc(C)nc(-n2nc(C)cc2NC(=O)CNC2CCCCC2)n1 was read as A549 tox 0.1%, pAkt inh inactive, Nrf2 activator -0.3%, MmCpn inh 0.1%, HepG2 tox -17.9%, Nrf2 block 27.1%, CCT chaperon mod 1.6, Abeta yeast res -20.9% and TGFb inhibitor inconclusive.
O=C(Cc1ccccc1)Nn1cnc2ccccc21 was read as A549 tox 0.5%, pAkt inh inactive, Nrf2 activator 0.0%, MmCpn inh 0.2%, HepG2 tox -4.1%, Nrf2 block 8.1%, CCT chaperon mod -2.5, Abeta yeast res 11.4% and TGFb inhibitor -0.6%.
Screening CC1(C(=O)NS(=O)(=O)c2ccccc2)CCN1C(=O)C1(c2ccccc2)CCCC1 (stereo not drawn) returned pAkt inh inactive, Nrf2 activator -0.3%, HepG2 tox 1.4%, CCT chaperon mod 2.9, Abeta yeast res -8.4% and TGFb inhibitor 5.9%.
Cc1c(C(=O)Nc2cccc(Cl)c2)oc2ccc(S(=O)(=O)N3CCOCC3)cc12 was read as A549 tox -7.6%, Nrf2 activator -0.4%, HepG2 tox -1.2%, Abeta yeast res -2.5% and TGFb inhibitor inconclusive.
Screening COc1ccc(C(=O)Nn2cnnc2)cc1OC returned A549 tox 2.7%, pAkt inh inactive, Nrf2 activator -0.4%, MmCpn inh 1.0%, HepG2 tox -24.4%, Nrf2 block 5.1%, CCT chaperon mod -4.9, Abeta yeast res 5.3% and TGFb inhibitor -12.0%.

Screening data as filed in PubChem.
